Screens: PubChem BioAssay, Sanford-Burnham Center for Chemical Genomics
SENP8 inh = SENP8 (human) protease inhibition; Q96LD8; inhibition, % at 20 µM; recombinant SENP8, Nedd8 substrate fluorescence; 360,000 tested, 0.64% active; in the data active means inhibition mostly above about 40%, no sharp cut-off; inactive means mostly below about 27%
Target sequence (Q96LD8 whole entry, looked up): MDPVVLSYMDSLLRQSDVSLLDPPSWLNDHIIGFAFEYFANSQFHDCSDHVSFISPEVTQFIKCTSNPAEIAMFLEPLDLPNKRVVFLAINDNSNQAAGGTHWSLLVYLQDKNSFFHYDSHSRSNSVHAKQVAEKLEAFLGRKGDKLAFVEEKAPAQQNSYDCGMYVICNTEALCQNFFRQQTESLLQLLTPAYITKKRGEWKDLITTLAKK
HKDC1 inhibitor = blocks human hexokinase HKDC1 activity. Q2TB90. recombinant HKDC1, G6PDH/diaphorase resazurin coupled fluorescence. inhibition, % at 20 µM. 340,000 tested, 0.16% active. AID 493160;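 active means inhibition above about 35% when tested at 20 µM, limit read from the data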;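 further: plate controls were DMSO wells with enzyme for no effect and DMSO wells lacking enzyme for full effect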
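Assay system – recombinant HKDC1 (HK5) hexokinase enzyme, produced in-house · Input – HKDC1 at 5 µg/mL · Reagent – glucose plus 1 mM ATP as hexokinase substrates · Timing – 90 min reaction incubation at room temperature, dark · Measured by – G6PDH/diaphorase-coupled fluorescence, 1 mM NADP, 100 µM resazurin, 525/613 nm · Benchmarks – DMSO-enzyme wells negative, buffer-substituted wells positive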
SENP7 block = inhibitors of human SENP7 protease | Q9BQF6 | recombinant SENP7, Z-RLRGG-aminoluciferin luminescence, 40 min | inhibition, % at 5 µM | 330,000 tested, 1.5% active | AID 434973;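 active means inhibition above about 50% at the single test dose, limit read from the data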;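 further: plate controls were DMSO with enzyme for no effect and no enzyme buffer wells for full effect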
Target sequence (Q9BQF6 706-1050 limits assumed): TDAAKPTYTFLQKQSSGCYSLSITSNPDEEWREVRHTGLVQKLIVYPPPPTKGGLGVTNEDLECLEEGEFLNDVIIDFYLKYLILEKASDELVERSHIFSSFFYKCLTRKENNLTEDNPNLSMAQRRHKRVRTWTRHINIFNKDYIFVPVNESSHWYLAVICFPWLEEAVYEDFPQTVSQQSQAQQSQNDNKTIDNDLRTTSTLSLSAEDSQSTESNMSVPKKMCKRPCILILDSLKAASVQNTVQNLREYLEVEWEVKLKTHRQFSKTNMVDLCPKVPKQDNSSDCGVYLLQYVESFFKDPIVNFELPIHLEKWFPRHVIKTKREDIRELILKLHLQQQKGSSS
MPTP inh = permeability transition pore inhibition; inhibition, % at 10 µM; AID 602449; isolated mouse mitochondria, Ca2+ swelling absorbance, 30 min; 360,000 tested, 1.4% active;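 active means inhibition of 50% or more, scaled per plate between neutral and stimulator controls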;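 further: 0% = DMSO wells given calcium and 100% = 1 mM EGTA wells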
GRIN3A LBD mod = modulators (binders) of human NR3A ligand-binding domain | AID 1259313 | NR3A LBD differential scanning fluorimetry, Tm shift; 0% = protein alone, 100% = glycine-bound protein | 340,000 tested, 2.5% active | Tm shift relative to glycine control, % at 25 µM;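 active means melting temperature shift of at least 10% of the positive control shift, at one fixed dose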
SENP6 inh = SENP6 protease inhibition; AID 2599; Q9GZR1; Recombinant SENP6 catalytic domain, aminoluciferin luminescence; inhibition, % at 10 µM; 330,000 tested, 1.8% active;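 active means inhibition above about 50% at the single tested dose, limit read from the data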;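 further: plate controls were DMSO wells with enzyme for no effect and DMSO wells lacking enzyme for full effect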
Target sequence (Q9GZR1 628-1112 limits assumed): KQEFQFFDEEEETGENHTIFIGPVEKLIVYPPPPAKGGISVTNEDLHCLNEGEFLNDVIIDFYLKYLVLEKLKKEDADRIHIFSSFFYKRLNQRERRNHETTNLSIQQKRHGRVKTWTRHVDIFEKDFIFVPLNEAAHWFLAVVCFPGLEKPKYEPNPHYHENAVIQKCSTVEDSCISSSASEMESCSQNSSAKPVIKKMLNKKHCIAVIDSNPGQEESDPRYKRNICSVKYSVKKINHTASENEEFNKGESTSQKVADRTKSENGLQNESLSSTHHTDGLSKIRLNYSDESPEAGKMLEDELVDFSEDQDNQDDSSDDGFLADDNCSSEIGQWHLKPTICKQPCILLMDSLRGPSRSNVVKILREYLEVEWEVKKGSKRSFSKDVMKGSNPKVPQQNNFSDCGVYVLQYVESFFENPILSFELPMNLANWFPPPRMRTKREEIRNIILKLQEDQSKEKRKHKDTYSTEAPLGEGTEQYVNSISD
ATG4B inhibitor = inhibitors of human ATG4B cysteine protease | Q9Y4P1 | ATG4B cleavage of LC3-PLA2, NBD-HPC fluorescence, 1 h | inhibition, % at 8.33 µM | 340,000 tested, 0.51% active; in the data active means inhibition above about 40%
PfGluPho inh = PfG6PD (Plasmodium falciparum) enzyme inhibition; PfGluPho enzyme, NADPH resazurin-diaphorase fluorescence; inhibition, % at 20 µM; 350,000 tested, 0.78% active; AID 504690;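 active means inhibition reaching at least a set limit at 20 µM in the primary screen, cut at about 59% in these data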;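 further: 0% = DMSO wells with substrate and 100% = DMSO wells lacking glucose-6-phosphate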
* hit, by the source's call; i = inactive; / = no result given.

SMILES	SENP8 inh	HKDC1 inhibitor	SENP7 block	MPTP inh	GRIN3A LBD mod	SENP6 inh	ATG4B inhibitor	PfGluPho inh
Cc1nn(C)cc1CNC(=O)c1cnn2c1NC(c1ccc(Br)cc1)CC2C(F)(F)F (centres undefined)	25	-4	1	-0.3	-3	-14	-13	3
O=C(NC(=S)NCCc1ccccn1)c1ccco1	15	-1	-1	0.4	244*	-4	2	-3
COc1ccc(CNC(=O)C(C)OC(=O)C23CC4CC(CC(O)(C4)C2)C3)cc1 (centres undefined)	17	11	5	0.6	0	2	3	0
CC(Cn1nnc2ccccc21)C(=O)O (centres undefined)	4	-6	5	6.8	0	0	-7	-11
COCc1nnc(NC(=O)CSCc2ccccc2)s1	24	-2	3	-1.9	0	-4	-7	-21
COc1ccccc1Nc1nc(-c2cccnc2)cs1	16	-4	53*	0.3	-25	67*	-9	23
COc1ccc(N2C(=O)CC(Sc3ccccc3C(=O)O)C2=O)c([N+](=O)[O-])c1 (centres undefined)	3	-4	-2	-0.5	-2	-10	-13	3
N#Cc1cnc(Nc2ccc(F)cc2)nc1N	-46	-5	-9	2.3	13*	-8	-4	3
CC1CN(C(=O)Cn2cc(S(=O)(=O)CC(=O)N3CCOCC3)c3ccccc32)CC(C)O1 (centres undefined)	0	1	-6	0.9	2	0	-1	0
CCN(CC)CCNc1nc(-c2ccc(OC)cc2)c(-c2ccc(OC)cc2)s1	-100	-4	1	2.1	0	0	-1	5
COc1ccc(C)cc1S(=O)(=O)Nc1cccnc1	4	-4	5	1.7	0	-8	-3	0
Cc1ccc(NC(=O)COC(=O)CCn2c(C)csc2=O)c([N+](=O)[O-])c1	16	-4	-4	-1.7	1	-6	-6	6
COCC(=O)Nc1sc2c(c1C(=O)OC)C(C(=O)OC)CC2 (centres undefined)	-16	-8	13	6.1	1	16	-5	-2
CCN(CC)C(=O)c1ccc(N)cc1	13	-6	8	-1.5	0	-5	0	-18
O=C(Cc1c[nH]c2ccccc12)NCc1ccc2c(c1)OCO2	15	-8	2	-1.0	0	16	-20	7
Cc1ccc(S(=O)(=O)N2CCOC2CNC(=O)C(=O)NCCCc2ccccc2)cc1 (centres undefined)	8	-6	11	1.2	-8	-17	6	1
CCCOC(=O)c1ccc(Oc2c(-c3ccc(O)cc3O)n[nH]c2C)cc1	22	4	-2	-14	/	-13	21	-43
O=c1c2cc(NC(=S)NCc3cccnc3)ccc2nc2n1CCCCC2	-10	3	-15	-0.2	-1	-14	-6	-2
COc1cccc(CNC(=O)C2CCC(=O)N(C3CC3)C2)c1OC (centres undefined)	10	-3	3	-1.8	-3	20	1	-7
Cc1ccc(CS(=O)Cc2ccc(C(=O)N3CCN(c4ccccn4)CC3)o2)cc1 (centres undefined)	2	-1	1	-1.0	-1	1	-4	9
C=CCn1c(SCC(=O)c2cccs2)nc2sc(C)cc2c1=O	14	2	-1	24	6	-18	-11	15
COC(=O)c1ccc(-c2noc(CN(Cc3ccccn3)CC3CCCO3)n2)cc1 (centres undefined)	10	-4	-7	-0.5	2	5	6	4
CCCCNC(=O)c1onc(CSc2ccc(C)c(C)c2)c1C(=O)O	16	0	3	0.5	-3	-9	3	-9
C[n+]1ccccc1/C=C/c1ccc([N+](=O)[O-])cc1	17	0	0	1.1	-2	8	-7	13
O=C(CC12CC3CC(CC(C3)C1)C2)NCC(=O)OCc1cc(=O)oc2ccc3ccccc3c12	-361	-3	-8	14	-1	3	-34	53
COCCn1c(C)cc(C(=O)COC(=O)c2ccc3ncsc3c2)c1C	6	7	4	-3.4	7	-1	2	5
Cc1ccc(O)c(N)c1	-141	0	-2	1.9	-1	-2	6	44
COc1ccc(CCN(C(=O)/C=C/C(=O)O)C2CC(=O)N(c3ccccc3)C2=O)cc1 (centres undefined)	6	-4	0	-0.6	-2	-20	-1	-17
CC(=O)c1ccc2c(c1)c1ccccc1n2CC(C)C	i	7	0	2.7	0	-24	0	8
Cc1n[nH]c(C)c1C(=O)CC1(O)C(=O)N(CCc2ccccc2)c2ccc(Br)cc21 (centres undefined)	6	14	2	-0.6	-1	16	-12	16
CC(=O)Nc1ccc(NC(=O)C(C)OC(=O)C2(c3ccccc3F)CCCC2)cc1 (centres undefined)	22	2	1	-0.5	-1	2	2	2
CC(=O)c1ccc(NC(=O)c2cccc(NC(=O)c3ccccc3)c2)cc1	11	-5	2	1.4	-9	20	-5	-17
CCOC(=O)c1c(C2CCN(C(=O)OCC)CC2)nc2ccccn12	10	-5	2	-1.2	-1	-13	-5	1
Cc1cc(C)cc(NC(=O)Nc2ccc3c(c2)CCC3)c1	3	-8	21	53*	12*	7	8	-20
CCN(CC)C(=O)NC(c1ccc(C)c(F)c1)C(Cl)(Cl)Cl (centres undefined)	14	-6	-1	4.1	0	-20	4	-13
CCS(=O)(=O)NCc1cn2c(C)csc2n1	13	5	-7	-1.7	0	-22	0	3
CCOC(=O)N1CCN(S(=O)(=O)c2ccc(C(=O)N(CCCN(C)C)c3nc4ccc(Cl)cc4s3)cc2)CC1	19	2	0	2.2	2	5	-18	-4
CCCCSC1=C(C#N)C(c2ccccc2C)CC(=O)N1 (centres undefined)	22	7	-4	0.4	0	9	-3	-15
CCN(CC)C(=O)c1cc2c(=O)oc3ccccc3c2s1	12	10	10	-4.3	-3	-4	10	-19
CCOc1ccc(NC(=O)N[C@@H](Cc2ccccc2)C(=O)O)cc1	14	-5	-12	0.1	0	-3	-2	-14
CCNC(=S)N1CCc2cc(OC)c(OC)cc2C1COc1ccccc1OC (centres undefined)	-428	1	-10	1.3	-2	-13	-12	3
CCN1CCN(C(=O)c2cc3nc(-c4ccccc4)cc(C(F)(F)F)n3n2)CC1	-107	-1	2	-1.6	-5	-11	-8	-4
COc1ccc(OCC(=O)NNC(=S)NC(=O)C2CCCCC2)cc1	15	/	0	-1.4	/	-10	/	/
O=S(=O)(N/N=C/c1ccccc1OCc1ccc(Cl)cc1)c1ccccc1	8	14	2	8.8	13*	12	6	11
COC(=O)c1cc(C(=O)N2CCN(c3ccccc3OC)CC2)cc([N+](=O)[O-])c1	17	10	-4	-1.8	-1	-14	-4	10
CCN(CC)C(=O)Cn1cc(S(=O)(=O)CC(=O)Nc2cc(OC)ccc2OC)c2ccccc21	6	6	-2	-0.7	-2	4	-9	8
CN(C)c1ccc(S(=O)(=O)N2CCCCC2)cc1NC(=O)COc1ccccc1F	18	0	9	-0.3	0	-9	-5	19
Cc1noc2c1C(c1ccc(N(C)C)cc1)C1=C(CC(C)(C)CC1=O)N2 (centres undefined)	-42	16	-3	1.5	1	-6	-4	12
CCCNC(=O)NC1CCCCCCC1	14	-6	-7	0.5	2	0	-5	0
Cc1cc(C(=O)NC2CCCCC2)c(C)o1	9	-8	13	1.0	-1	-8	0	-7
CCCc1cc(NCCCN(C)C)n2c(nc3ccccc32)c1C#N	-249	10	3	-0.7	3	-6	-3	7
Cc1cc(C)c(NC(=O)CSc2nncn2-c2cccnc2)c(C)c1	4	-14	-4	-0.2	-1	-2	4	12
CCN(CC)S(=O)(=O)c1cccc(C(=O)OCC(=O)c2ccc3c(c2)OCCO3)c1	28	-7	-4	2.4	-2	5	-8	5
O=C1CN(C(=O)COC(=O)/C=C/c2ccco2)c2ccccc2N1	22	-4	3	-2.4	0	8	-4	4
CC(c1ccon1)N(C)Cc1cn[nH]c1-c1ccc(F)cc1F (centres undefined)	-4	-8	-1	1.5	0	-5	-3	-4
CN1CCN(C(=O)c2ccc(-n3cccn3)nc2)CC1	7	-11	-1	-1.0	-3	-3	9	-13
O=C(Nc1nnc(-c2ccccc2)s1)c1ccccc1O	-250	2	63*	4.8	/	80*	3	42
CC(C)(C)N(NC(=O)c1ccccc1)C(=O)c1ccc(C(=O)N(NC(=O)c2ccccc2)C(C)(C)C)cc1	8	12	-3	-1.1	-1	-2	-2	-19
CCC(=O)NC1=C(C#N)C2(CCCC2)Cc2ccccc21	18	-2	1	-4.8	4	-2	-1	14
COc1ccc(S(=O)(=O)NCc2cc(-c3ccccc3Cl)no2)cc1	0	-6	4	-1.6	-3	0	4	-13

Other results.
SMILES	SENP8 inh	HKDC1 inhibitor	SENP7 block	MPTP inh	GRIN3A LBD mod	SENP6 inh	ATG4B inhibitor	PfGluPho inh
CN1CCN(C=Nc2nc3ccccc3nc2N2CCCC2)CC1	-454	14	5	-0.8	-2	21	5	-12
CN(C)C=Nc1nonc1-c1ccc(Cl)cc1	2	0	5	1.3	1	2	-2	1
CC(O)(CS(=O)(=O)Cc1ccccc1)c1ccccc1Cl (centres undefined)	8	-3	-6	-0.6	1	-14	9	4
COC(=O)c1c(C(=O)OC)c2oc3ccccc3n2c1Cl	-36	-1	3	0.5	-1	-10	-6	-7
Cc1ccc2cc(C(c3nnnn3C3CCCC3)N3CCOCC3)c(=O)[nH]c2c1C (centres undefined)	-37	-2	-2	0.2	1	0	-1	-10
O=C(NCCSc1c(-c2ccccc2)[nH]c2ccccc12)c1cc2ccccc2oc1=O	-17	-2	15	-0.2	-1	-10	-4	2
Cc1ccc(OCC(O)CNCc2ccccc2)cc1C (centres undefined)	21	-2	7	0.8	1	-15	-2	4
CCCCOc1ccc(C(=O)NCC(=O)NCC2CCCO2)cc1 (centres undefined)	11	-5	-4	-0.3	-1	3	-3	-3
COc1ccccc1CNc1ncnc2c1cnn2-c1ccccc1	22	-1	-13	0.4	-14	-4	4	48
Cc1ncsc1C(=O)N1CCCC(CNS(=O)(=O)c2cccs2)C1 (centres undefined)	7	-7	0	-1.3	2	-11	3	-21
O=C(COC(=O)C1CC2CCCC(C1)C2=O)Nc1ccccc1 (centres undefined)	4	-3	-9	-2.4	0	-2	-5	-7
O=C(CSc1ncnc2sc3c(c12)CCCC3)N1CCC(c2noc3ccc(F)cc23)CC1	3	-8	-4	2.1	1	-22	13	2
O=C(COC(=O)c1ccccn1)NCc1ccccc1Cl	17	-6	10	-11	-2	6	9	-21
O=C(NCCS(=O)(=O)NC1CCCCC1)c1ccccc1	2	-1	5	-0.4	1	8	-4	-13
Cc1ccc(N2CCN(C(=O)c3nn(C)c4c3CS(=O)(=O)c3ccccc3-4)CC2C)cc1 (centres undefined)	11	-2	-2	1.8	2	-2	8	-1

Four of the compounds above, field by field.
CCCNC(=O)NC1CCCCCCC1
  SENP8 inh = 14
  HKDC1 inhibitor = -6
  SENP7 block = -7
  MPTP inh = 0.5
  GRIN3A LBD mod = 2
  SENP6 inh = 0
  ATG4B inhibitor = -5
  PfGluPho inh = 0
COc1ccc(CCN(C(=O)/C=C/C(=O)O)C2CC(=O)N(c3ccccc3)C2=O)cc1 (centres undefined)
  SENP8 inh = 6
  HKDC1 inhibitor = -4
  SENP7 block = 0
  MPTP inh = -0.6
  GRIN3A LBD mod = -2
  SENP6 inh = -20
  ATG4B inhibitor = -1
  PfGluPho inh = -17
C=CCn1c(SCC(=O)c2cccs2)nc2sc(C)cc2c1=O
  SENP8 inh = 14
  HKDC1 inhibitor = 2
  SENP7 block = -1
  MPTP inh = 24
  GRIN3A LBD mod = 6
  SENP6 inh = -18
  ATG4B inhibitor = -11
  PfGluPho inh = 15
CN1CCN(C=Nc2nc3ccccc3nc2N2CCCC2)CC1
  SENP8 inh = -454
  HKDC1 inhibitor = 14
  SENP7 block = 5
  MPTP inh = -0.8
  GRIN3A LBD mod = -2
  SENP6 inh = 21
  ATG4B inhibitor = 5
  PfGluPho inh = -12

Next part.
SMILES	SENP8 inh	HKDC1 inhibitor	SENP7 block	MPTP inh	GRIN3A LBD mod	SENP6 inh	ATG4B inhibitor	PfGluPho inh
COc1ccc(OC)c(Nc2ncnc3c2cnn3-c2ccccc2)c1	-7	-11	-6	0.5	1	-9	-18	5
Cc1cccc(NC2=C(C#N)C(=O)NC3(CCCC3)S2)c1	19	0	1	0.9	7	-7	-2	8
CC1CN(c2ccc(Cl)cc2[N+](=O)[O-])CCN1S(C)(=O)=O (centres undefined)	22	6	-5	0.8	-1	-9	-9	-10
CC(C)N(C)Cc1nnnn1CC(=O)NCc1cc(F)cc(C(F)(F)F)c1	10	1	6	-0.9	4	0	-2	5
